High-throughput results from PubChem BioAssay.
B2AR arrestin = beta2AR (human) beta-arrestin recruitment activity. 330,000 compounds, 0.02% hits. beta-arrestin recruitment to beta2AR, cell-based reporter. AID 492947. Potency, µM (top dose mostly 46.1 µM), without a hit: at the highest dose activation, hits mostly activators. P07550;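 note: potency is the fitted concentration of half-maximal effect; 0% = DMSO controls and full agonism = EC100 isoproterenol or metaproterenol; nearly all actives have a fitted effect of over 65% in size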
TSHR antag = blocks TSH signaling through the human TSH receptor | activity change, negative = inhibition, % at 11.5 µM | TSHR-expressing cells, TSH-stimulated cAMP HTRF, 2 h; stronger effect = lower value | 330,000 compounds, 0.2% hits | P16473 | AID 504810;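 active = activity change below a set negative limit, meaning inhibition stronger than a set level, cut at about -70% in these data; inconclusive = activity change between two set negative limits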; note: % is set by controls: 0 for no effect and ±100 for the full control effect
Target sequence (P16473 whole entry, looked up): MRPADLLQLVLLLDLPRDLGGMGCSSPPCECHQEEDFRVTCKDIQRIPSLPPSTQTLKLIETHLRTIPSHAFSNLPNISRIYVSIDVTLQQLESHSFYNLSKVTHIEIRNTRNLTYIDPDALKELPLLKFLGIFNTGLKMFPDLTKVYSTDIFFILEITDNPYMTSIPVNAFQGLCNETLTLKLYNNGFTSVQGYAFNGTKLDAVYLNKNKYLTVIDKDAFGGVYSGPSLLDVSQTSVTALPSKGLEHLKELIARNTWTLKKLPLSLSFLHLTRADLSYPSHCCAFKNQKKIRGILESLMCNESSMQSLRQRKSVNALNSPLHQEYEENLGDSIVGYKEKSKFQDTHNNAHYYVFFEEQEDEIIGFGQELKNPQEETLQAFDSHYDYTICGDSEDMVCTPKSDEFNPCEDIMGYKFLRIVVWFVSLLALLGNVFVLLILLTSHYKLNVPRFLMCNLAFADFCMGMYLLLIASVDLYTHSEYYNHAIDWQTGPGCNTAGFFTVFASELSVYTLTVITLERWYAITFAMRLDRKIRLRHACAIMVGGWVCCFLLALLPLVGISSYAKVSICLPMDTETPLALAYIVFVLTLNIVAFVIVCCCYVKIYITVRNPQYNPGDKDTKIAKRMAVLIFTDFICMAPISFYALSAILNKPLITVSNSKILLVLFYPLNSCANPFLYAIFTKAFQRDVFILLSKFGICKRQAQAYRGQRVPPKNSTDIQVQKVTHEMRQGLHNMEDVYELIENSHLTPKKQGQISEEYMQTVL
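Competitive HTRF cAMP read-out (cryptate anti-cAMP antibody, cAMP-d2; 30 min, room temperature) in freshly harvested TSHR cells. Compounds added before TSH at EC80 (4nM final), followed by 2 hours' incubation at 37 deg C.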
ELG1 DNA repair = ELG1-dependent DNA repair inhibition; HEK293T ELG1-luciferase reporter, luminescence, 16 h; DNA damage induced by 5-fluorouridine; Potency, µM (highest dose often 46.1 µM), for the others: at the top dose activity change, negative = inhibition, usual class: inhibitors; 330,000 compounds, 2.3% hits; AID 504467; note: potency is the fitted concentration of half-maximal effect; % is set by controls: 0 for no effect and ±100 for the full control effect; nearly all actives have a fitted effect of over 55% in size
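Cells (2,000 per well) received 5-fluorouridine plus test compound or DMSO and were incubated 16 hr at 37 °C, 5% CO2. Luciferase activity was read by luminescence 30 min after ONE-Glo addition; signal suppression marked inhibition of damage-induced ELG1 function.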
USP2a block = blocks human ubiquitin-specific protease USP2a; O75604; USP2 core, Ub-CHOP2 coupled fluorogenic reporter, 485/531; Potency, µM (doses to about 38.3 µM), for the others: at the top dose activity change, negative = inhibition, usual class: inhibitors; 330,000 compounds, 0.01% hits;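 note: potency is the fitted concentration of half-maximal effect; plate controls were DMSO wells for no effect and full inhibition by NEM control for full effect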
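Deubiquitinase activity read as fluorescence (485/531 nm) after Ub-CHOP2 cleavage activates the enterokinase reporter on its substrate; USP2 core 10nM, Ub-CHOP2 and substrate 25nM each, 30min compound preincubation then 60min RT; data normalized to NEM, curves fitted.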
TCR act = T cell receptor activation. primary human leukocytes, anti-CD3, IL-2 HTRF, 48 h. Potency, µM (doses to about 9.22 µM), without a hit: top-dose activation of IL-2 secretion, actives largely listed as activators. AID 504894. 330,000 tested, under 10 active; note: % of control where 0% means no effect
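Primary human leukocytes receive a-CD3 beads and test compound and are incubated 48 hr. Secreted IL-2 is then assayed by HTRF, measuring 665nm acceptor emission after 320nm excitation of the europium donor.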
TSG101-PTAP inh = blocks PTAP/TSG101 interaction to inhibit HIV-1 budding. 340,000 tested, under 10 active. Q99816. Potency, µM (titrated, usually from 115 µM), inactives show at the top dose activity change, negative = inhibition, actives largely listed as inhibitors. Fluorescence polarization, FITC-PTAP peptide / Tsg101 binding. AID 493005; active = well fitted inhibition curve with a large enough effect in the main read-out, with a control signal flat, not every such curve was filed as active; inconclusive = small, poorly fitted or top-dose-only effect, or effect the other way, or a change in a side signal; inactive = no such curve, though single readings can be large or run the other way; note: potency is the fitted concentration of half-maximal effect; % of control where 0% means no effect
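Steps: Tsg101 binding domain dispensed (10 uM final), compounds pinned in DMSO, FITC-labeled PTAP-motif peptide added (50 nM final); after 20 min binding at room temperature, polarization measured.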
Chronic BCR inh = inhibitors of chronic active B-cell receptor signaling | ABC-DLBCL IkBa-CBG/CBR reporter, luminescence ratio, 4 h | Potency, µM (series often up to 46.1 µM), for inactives: at the top dose ratio change, negative = lower green/red ratio, most hits filed as inhibitors | 340,000 compounds, 0.05% hits | AID 493014; active = well fitted inhibition curve with a large enough effect in the signal ratio, with a control signal flat, not every such curve was filed as active; inconclusive = small, poorly fitted or top-dose-only effect, or effect the other way, or a change in a side signal; the % refers to the signal ratio;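 note: potency is the fitted concentration of half-maximal effect; plate controls were basal doxycycline-induced cells for no effect and cells given 10 µM MG132 for full effect; MG132 reads +100%, hits lower the ratio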
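Doxycycline induced both beetle luciferases in TMD8 lymphoma cells; IKK-driven degradation limits the IkappaBalpha-fused green signal, while red luminescence normalises for cell number and nonspecific effects. Compounds tested up to 46 uM, 4 hrs.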
Tb PFK block = inhibitors of T. brucei phosphofructokinase; O15648; T. brucei PFK, ADP-Glo luminescence; Potency, µM (top dose mostly 57.5 µM), inactives show top-dose activity, negative = inhibition, actives largely listed as inhibitors; 330,000 compounds, 0.17% hits; AID 485367;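 note: potency is the fitted concentration of half-maximal effect; 0% = uninhibited 1x PFK enzyme wells and -100% = no-enzyme wells; nearly all actives have a fitted effect of over 60% in size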
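ADP-Glo luminescence quantified ADP after 45 min at room temperature, with 1.25 nM T. brucei PFK, 0.1 mM ATP and 0.5 mM fructose-6-phosphate in pH 8.0 TEA buffer. qHTS titrations up to 57 µM; curves classified by quality.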
uPA surface inh = cell surface uPA generation inhibition; Potency, µM (top dose mostly 38.3 µM), inactives show at the highest dose activity change, negative = inhibition, usual class: inhibitors; 330,000 compounds, 0.31% hits; cell surface uPA generation assay, qHTS; AID 540303; active = well fitted inhibition curve with a large enough effect; inconclusive = small, poorly fitted or top-dose-only effect; inactive = no such curve, though single readings can be large or run the other way; tested in mouse RAW 264.7 cells; note: potency is the fitted concentration of half-maximal effect; % is set by controls: 0 for no effect and ±100 for the full control effect; nearly all actives have a fitted effect of over 55% in size
Mito fusion yeast = blocks mitochondrial division or promotes mitochondrial fusion. S. cerevisiae fusion-defective mutant growth rescue, CellTiterGlo 48 h. Potency, µM (doses to about 46.1 µM), without a hit: top-dose growth rescue (activation), hits mostly activators. 320,000 compounds, 0.23% hits;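 note: potency is the fitted concentration of half-maximal effect; % of control where 0% means no effect; nearly all actives have a fitted effect of over 45% in size; temperature-sensitive fusion mutants such as fzo1-1 at 37 °C on non-fermentable ethanol glycerol medium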
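Luminescent cell viability in 1536-well qHTS format served as the measure of rescued growth in ts fusion-mutant S. cerevisiae cultured on non-fermentable YPEG for 48 hours at 37C.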
Eya2 phos inh = Eya2 (human) phosphatase inhibition; recombinant Eya2, OMFP fluorescence dephosphorylation (OMFP is methylfluorescein phosphate); Potency, µM (highest dose often 76.9 µM), without a hit: at the top dose activity, negative = inhibition, usual class: inhibitors; 330,000 compounds, 0.006% hits; AID 488837; note: potency is the fitted concentration of half-maximal effect; % is set by controls: 0 for no effect and ±100 for the full control effect
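Eya2 protein (added as 0.2 uM solution) was preincubated with compound for 10 min at ambient temperature in 50 mM HEPES pH 7.5, 50 mM NaCl, 5 uM MgCl2, 0.05% BSA, 1 mM DTT. OMFP (added at 50 uM) then reacted 10 min; fluorescence read at 485/525 nm.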
* hit, by the source's call; ? = inconclusive; nt = no result given; [ ] = remark or other dose. Unless noted, calls come from the whole dose curve; as a rule, active = well fitted curve in the direction sought with a large enough effect; inconclusive = small, poorly fitted or top-dose-only effect, or another doubt; inactive = no such curve, though single readings can be large; an effect the other way counts as inactive or inconclusive.

SMILES,TSG101-PTAP inh,Mito fusion yeast,Eya2 phos inh,uPA surface inh,ELG1 DNA repair,USP2a block,TCR act,Tb PFK block,B2AR arrestin,TSHR antag,Chronic BCR inh
CC(Sc1nnc(-c2cccnc2)n1N)C(=O)NCCC1=CCCCC1 (configuration not stated),-1.2%,1.1%,31.5%,22.7%,5.6%,1.7%,-2.8%,0.0%,0.4%,9.6,1.8%
COc1cccc(-c2nn(-c3ccccc3)cc2CN(C)Cc2ccno2)c1,-1.3%,11.1%,2.3%,3.9%,?,-0.4%,-5.9%,0.0%,3.6%,9.5,-9.1%
O=[N+]([O-])c1cc2oc3c(c2c(C=NCc2ccncc2)c1O)CCCC3,-5.4%,24.7%,3.2%,-1.0%,6.7%,-2.9%,-7.6%[46.1 µM],-5.0%,-0.2%,-37.6,?
Cc1ccnc(NC(=O)Cn2c(=O)oc3cc(S(=O)(=O)N4CCCC4)ccc32)c1,-0.7%,-2.0%,1.6%,9.3%,-9.3%,0.8%,-0.1%,-1.2%,-0.4%,-3.2,0.6%
Cc1ccc(NC(=O)CNC(=O)c2ccc(C)o2)cc1,-2.0%,0.3%,5.0%,14.6%,0.7%,1.9%,3.7%,-0.1%,0.1%,-0.7,3.4%
C[C@H]1COC(=O)[C@H](Cc2ccc(F)cc2)C/C=C\C[C@H](CC(=O)N(CCO)Cc2ccccc2)C(=O)N1,2.5%,nt,-0.1%,-4.5%,?,3.9%,-4.7%,0.1%,-0.5%,10.0,-2.1%
COc1ccc(C2=NOC(C(=O)NC3CCCCC3)C2)cc1OC (configuration not stated),nt,-6.4%,3.2%,-4.0%,-0.6%,2.5%,nt,2.6%,-0.1%,-4.6,1.3%
CCOC(=O)c1nn(-c2ccc(F)cc2)c(=O)cc1OCC(=O)Nc1ccc(OCC)cc1,-2.2%,3.3%,-25.4%,-0.3%,1.8%,0.3%,-13.4%,-0.9%,-2.9%,-4.2,-0.1%
C(=C\CSc1ncn[nH]1)/CSc1ncn[nH]1,-6.6%,-4.8%,9.5%,-1.0%,6.0%,-0.4%,1.2%,-11.7%,-0.2%,7.4,?
CCC(=O)N1c2ccc(S(=O)(=O)CCC(=O)NCc3cccs3)cc2CC1C (configuration not stated),-3.4%,9.1%,8.9%,-7.1%,-14.8%,3.0%,1.3%,5.0%,-0.3%,9.5,?
O=C1C(=O)N(CCN2CCOCC2)C(c2cccc(Cl)c2)/C1=C(\O)c1ccc2c(c1)OCCO2 (configuration not stated),-3.8%,-4.7%,-0.7%,-4.6%,6.8%,0.7%,-2.3%,0.0%,0.1%,22.3,6.7%
O=C(NCCCN1CCOCC1)c1cc2cc(Br)ccc2oc1=O,-0.1%,-1.5%,5.0%,-2.7%,-0.6%,0.9%,5.3%,0.0%,-0.1%,8.4,-0.7%
Cc1ccc(N2C(=O)c3ccc(C(=O)N4CCOCC4)cc3C2=O)cc1C,-3.3%,-6.0%,2.7%,1.0%,-0.4%,2.1%,-1.6%[46.1 µM],-1.6%,-0.4%,-12.9,2.8%
CC(C)c1ccc(CN2CCC(C(=O)NCc3cccnc3)CC2)cc1,-2.9%,-1.9%,-19.1%,-3.9%,13.5%,1.7%,-3.6%,-0.6%,-0.3%,6.5,-7.5%
O=C(NCCNC(=O)c1cnccn1)c1ccc(Cl)cc1,-2.7%,4.3%,10.6%,-3.0%,19.0%,2.2%,10.9%,-2.4%,0.1%,30.7,?
O=C(CSCc1ccc([N+](=O)[O-])cc1)NN=C1CCCCCC1,-11.8%,-4.6%,-17.5%,3.3%,4.7%,-0.7%,-0.5%[46.1 µM],-25.1%,3.6%,18.8,-7.5%
CC(C)NC(=O)c1ccccc1NC(=O)Cc1ccc([N+](=O)[O-])cc1,-4.2%,-3.6%,5.9%,2.3%,?,1.3%,5.8%,0.3%,-0.5%,-1.9,-2.4%
CCOC(=O)N/N=C/c1c[nH]c2ccccc12,-1.8%,-7.1%,-7.1%,?,?,1.6%,0.5%,-4.4%,-0.5%,-14.1,?
Cc1cc(Oc2ccc([N+](=O)[O-])cc2)nc(N2CCOCC2)n1,-1.3%,4.1%,-1.0%,2.9%,-4.9%,-6.2%,4.6%,5.4%,0.6%,0.1,-9.2%
COC(=O)c1cnc(NNS(=O)(=O)c2ccc(Cl)cc2)nc1C(F)(F)F,-2.4%,-1.8%,-3.6%,8.1%,-11.0%,0.0%,-2.3%,0.2%,0.3%,-9.4,?
CN(C)c1ccc(NC(=O)c2ccc([N+](=O)[O-])cc2Cl)cc1,-2.6%,-3.1%,0.0%,-7.9%,?,2.8%,-0.5%[46.1 µM],-1.9%,0.2%,-6.2,?
CCc1cccc(CC)c1NC(=S)/C(=C(\[O-])c1ccc(Cl)s1)[n+]1ccccc1,-0.6%,1.9%,0.8%,-22.5%,15.1%,-0.4%,-7.7%,-0.2%,-0.3%,2.4,1.1%
Cc1ccccc1OCCNc1ccc(C(F)(F)F)cc1[N+](=O)[O-],-5.6%,4.1%,17.2%,-2.2%,23.1%,-2.5%,-5.6%,0.1%,-1.1%,-6.4,?
COc1cc2c(cc1OC)/C(=C/C(=O)c1ccccc1F)NCC2,5.6%,14.1%,1.8%,-3.3%,?,-1.4%,0.5%,2.5%,0.3%,-6.2,-11.8%
O=Nc1c(O)n(Cc2ccc(Cl)cc2Cl)c2ccccc12,-15.2%,-15.7%,5.5%,8.3%,0.3%,0.0%,-10.7%,-2.1%,-0.7%,1.5,?
CCOC(=O)Cn1nnc(-c2ccccc2)n1,-6.4%,-0.4%,5.2%,10.0%,-1.7%,3.5%,-4.7%[46.1 µM],6.3%,0.4%,-3.5,?
COc1ccc(Nc2nccc(-c3cccc(N)c3)n2)cc1,-7.1%,10.2%,-3.4%,?,?,-3.9%,-1.7%,-19.4%,-0.8%,20.4,?
Cc1ccc2c(c1)NC(=O)C(CC(=O)NCc1ccc(F)cc1)O2 (configuration not stated),0.6%,3.1%,10.5%,-2.6%,5.1%,-1.8%,-7.7%,1.5%,0.2%,0.3,6.5%
COc1ccccc1-c1nnc(SC(C(=O)c2c[nH]c3ccccc23)c2ccccc2)n1C (configuration not stated),1.8%,-2.1%,-0.4%,17.2%,?,-8.4%,-1.5%[46.1 µM],3.1%,0.8%,0.3,19.7%
COc1cccc(NC(=O)CN(C)C(=O)c2ccc(-c3ccccc3Cl)o2)c1,-0.8%,-1.0%,3.2%,-1.6%,-2.0%,1.3%,2.1%,0.1%,-0.5%,-3.9,?
C=CCOc1ccc(C=Nc2ccc(C)c(Cl)c2)c(O)c1,-2.0%,-6.8%,-6.1%,4.0%,-1.1%,-1.2%,4.1%,-12.4%,-0.8%,3.8,5.1%
O=C(Cn1cnc2c(nnn2-c2ccc(F)cc2)c1=O)NCc1ccco1,-3.6%,-2.2%,-1.5%,nt,11.5%,-0.9%,-66.6%,-2.4%,0.5%,1.3,0.9%
CCOC(=O)[C@H]1[C@H]2COc3cc(OC)ccc3[C@@H]2N2C(=O)[C@@H](CO)NC(=O)[C@@]12C,nt,nt,-21.5%,nt,20.0%,-0.4%,nt,2.2%,0.2%,-5.0,1.9%
CCOc1ccc(CCNC(=O)CCNC(=O)c2ccco2)cc1OCC,-3.0%,-0.9%,5.5%,-8.6%,10.3%,2.9%,1.6%,2.9%,0.1%,-3.1,-0.2%
COc1cc(NC(=O)c2cc3c(C)nc4ccccc4c3o2)cc(OC)c1OC,-3.4%,2.1%,11.6%,22.8%,7.31µM*,-1.7%,-0.8%,2.5%,-0.1%,-19.7,8.0%
CCCCN(CCCNC(=O)c1c(C)cc(=O)oc1C)c1ccccc1,-8.0%,8.6%,-3.8%,nt,?,-1.5%,0.4%,-15.6%,0.4%,-0.3,7.9%
CCN1CCN(c2ccc(S(=O)(=O)N3CCOCC3)cc2N)CC1,-1.5%,nt,0.7%,-3.0%,1.0%,0.5%,-6.6%[46.1 µM],-2.7%,-0.9%,38.1,-0.1%
